SENP8 block: human SENP8 protease inhibitors, primary screen, biochemical, fluorescence, Nedd8 protein substrate, uHTS. Sentrin-specific protease 8 (Homo sapiens), Q96LD8. recombinant SENP8. inhibition, % at 20 µM. hit rate 0.64% among 360,000. AID 602440, 2012; in the data active means inhibition mostly above about 40%, no sharp cut-off; inactive means mostly below about 27%
ATG4B inhibitor: ATG4B protease inhibitors, primary screen, biochemical, fluorescence, uHTS. hit rate 0.51% among 340,000. Cysteine protease ATG4B (Homo sapiens), Q9Y4P1. inhibition, % at 8.33 µM. ATG4B cleavage of LC3-PLA2, NBD-HPC fluorescence, 1 h; in the data active means inhibition above about 40%
SENP1 FRET inh: human SENP1 catalytic domain inhibitors, primary screen, biochemical, FRET, uHTS. AID 624204, 2012. inhibition, % at 10 µM. hit rate 0.21% among 360,000. recombinant SENP1 catalytic domain, CyPet-SUMO1-YPet FRET cleavage. Sentrin-specific protease 1 (Homo sapiens), Q9P0U3;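 active means inhibition at least 30% at 10 µM, raw YFP signal under a set limit, fluorescence ratio 0.5 to 1.5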;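 further: 0% = enzyme with DMSO and 100% = no enzyme wells; some results filed as inactive read as strong as hits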
Target sequence (Q9P0U3 419-644 limits assumed): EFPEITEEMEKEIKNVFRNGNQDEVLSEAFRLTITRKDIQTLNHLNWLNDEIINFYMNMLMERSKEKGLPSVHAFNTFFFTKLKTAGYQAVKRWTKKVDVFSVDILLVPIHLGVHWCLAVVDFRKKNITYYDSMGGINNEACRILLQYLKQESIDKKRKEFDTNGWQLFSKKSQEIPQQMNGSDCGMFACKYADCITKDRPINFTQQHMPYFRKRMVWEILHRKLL
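Compound: 10 µM single point, 0.5% DMSO; Test system: hSENP1 catalytic domain, recombinant; Timing: 50 min reaction at room temperature; Technique: FRET, CFP and YFP emission; Control set: no-enzyme wells low, DMSO-plus-enzyme wells high control.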
hIAP act: human IAP activators, primary screen, biochemical, luminescence, uHTS; purified human IAP, CDP-Star luminescence, 30 min; active compounds read high; 1 = vehicle-only enzyme, 0 = enzyme-free background; Intestinal-type alkaline phosphatase (Homo sapiens), P09923; AID 2524, 2010; hit rate 0.16% among 330,000; activation factor at 10 µM;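 active means activation factor of the enzyme at least 2-fold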; further: the source names both 10 and 20 µM as test concentration; values of inactives mirror those of a sister screen read the other way
Target sequence (P09923 whole entry, looked up): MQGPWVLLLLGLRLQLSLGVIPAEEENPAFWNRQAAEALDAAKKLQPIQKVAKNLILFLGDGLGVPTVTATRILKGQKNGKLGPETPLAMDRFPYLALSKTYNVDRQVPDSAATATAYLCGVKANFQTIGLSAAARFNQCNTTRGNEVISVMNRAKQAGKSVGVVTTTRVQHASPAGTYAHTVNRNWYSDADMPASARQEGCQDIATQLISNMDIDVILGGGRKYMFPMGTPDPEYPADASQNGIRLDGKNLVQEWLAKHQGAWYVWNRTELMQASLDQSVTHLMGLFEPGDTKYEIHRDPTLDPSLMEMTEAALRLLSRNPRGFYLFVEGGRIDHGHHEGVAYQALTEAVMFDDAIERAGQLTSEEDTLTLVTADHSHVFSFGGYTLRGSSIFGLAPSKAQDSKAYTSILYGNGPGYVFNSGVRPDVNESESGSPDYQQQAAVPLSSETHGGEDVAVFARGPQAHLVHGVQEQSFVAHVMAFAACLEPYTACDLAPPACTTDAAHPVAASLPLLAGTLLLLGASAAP
NR3A LBD binder: binders of NR3A ligand-binding domain, primary screen, biophysical, differential scanning fluorimetry, uHTS | Glutamate receptor ionotropic, NMDA 3A (GRIN3A) ligand-binding domain | NR3A LBD differential scanning fluorimetry, Tm shift; 0% = protein alone, 100% = glycine-bound protein | hit rate 2.5% among 340,000 | Tm shift relative to glycine control, % at 25 µM;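 active means melting temperature shift of at least 10% of the positive control shift, at one fixed dose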
MPTP block: mitochondrial permeability transition pore inhibitors, primary screen, biochemical, isolated mouse mitochondria, absorbance; Ca2+ swelling absorbance, 30 min; inhibition, % at 10 µM; hit rate 1.4% among 360,000;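 active means inhibition of 50% or more, scaled per plate between neutral and stimulator controls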;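 further: 0% = DMSO wells given calcium and 100% = 1 mM EGTA wells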
SENP6 block: SENP6 protease inhibitors, primary screen, biochemical, luminescence, uHTS. Sentrin-specific protease 6 (Homo sapiens), Q9GZR1. Recombinant SENP6 catalytic domain, aminoluciferin luminescence. inhibition, % at 10 µM. hit rate 1.8% among 330,000;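 active means inhibition above about 50% at the single tested dose, limit read from the data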;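 further: plate controls were DMSO wells with enzyme for no effect and DMSO wells lacking enzyme for full effect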
PfG6PD inh: PfG6PD enzyme inhibitors, primary screen, biochemical, fluorescence intensity, uHTS. glucose-6-phosphate dehydrogenase-6-phosphogluconolactonase (Plasmodium falciparum 3D7). PfGluPho enzyme, NADPH resazurin-diaphorase fluorescence. inhibition, % at 20 µM. hit rate 0.78% among 350,000. AID 504690, 2011;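 active means inhibition reaching at least a set limit at 20 µM in the primary screen, cut at about 59% in these data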;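 further: 0% = DMSO wells with substrate and 100% = DMSO wells lacking glucose-6-phosphate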
* = called active by the depositor; i = inactive; . = no result given.

#	SMILES	SENP8 block	ATG4B inhibitor	SENP1 FRET inh	hIAP act	NR3A LBD binder	MPTP block	SENP6 block	PfG6PD inh
1	CN(C)CCCN(C(=O)COc1ccc(Cl)cc1)c1nc2ccc(F)cc2s1	26	-4	3	0.99	2	0.0	55*	-3
2	CCC(=O)Nc1cc2nn(-c3ccccc3)nc2cc1Cl	i	2	-1	0.98	-1	-0.7	33	-3
3	Cc1cccc(C)c1NC(=O)CNC(=O)c1c(C)nn(-c2ccccc2)c1C	4	-9	1	1.1	1	0.4	1	-4
4	CCOC(=O)N1CCN(C(=O)c2cc(COc3ccc(OC)cc3Cl)on2)CC1	-2	-1	-3	0.77	-2	0.1	3	-15
5	CCN(Cc1nc2cc(Cl)ccc2c(=O)[nH]1)C(=O)c1cccc(OCc2c(C)noc2C)c1	-7	8	-8	0.94	-5	0.7	-4	-23
6	O=C1C(Nc2ccc(O)cc2)=C/C(=N/S(=O)(=O)c2cccs2)c2ccccc21	83*	29	-1	.	-1	9.8	.	114*
7	O=C(O)CNc1ncccc1[N+](=O)[O-]	-52	3	-1	0.99	-2	-1.3	-12	-5
8	CCOc1ccc2[nH]c3nc(SCC(=O)NC4CC4)nnc3c2c1	17	-5	0	1.1	-2	-0.8	-7	2
9	CCC(=O)c1ccc(Oc2nc3c(c(=O)n(C)c(=O)n3C)n2CC)cc1	13	1	0	1.1	0	0.4	-30	2
10	Cc1cccc2cc(CN(Cc3ccc(F)cc3)C(=O)C(F)(F)F)c3nnnn3c12	19	-5	0	1	-5	3.6	10	8
11	Cc1c(Cl)ccc2sc(NC(=O)C3CC3)nc12	14	0	0	0.94	-1	0.3	0	12
12	Cc1cc(C(=O)Nc2ccccc2N2CCOCC2)ccc1[N+](=O)[O-]	23	-3	2	1	-1	1.7	-5	31
13	CC(C)OP(=O)(Nc1cccc2ccccc12)OC(C)C	-2	11	1	0.94	0	4.1	-10	5
14	Cc1cc(Br)cc2c(C(=O)Nc3c(C)n(C)n(-c4ccccc4)c3=O)cc(-c3cccs3)nc12	-30	-26	1	0.78	-6	0.7	-7	1
15	O=[N+]([O-])c1cccc(-c2ccc(C(=S)N3CCN(c4ccc(F)cc4)CC3)o2)c1	27	-4	-2	1.1	-16	1.2	-7	11
16	N#CC(C#N)=C1NC(N)=C(C#N)C(c2ccccc2)=C1C#N	-290	.	-40	1.2	.	-0.6	-8	.
17	O=C(c1ccccc1)c1c(-c2ccccc2)[nH]n(-c2ccccc2)c(=O)c1=O	22	-1	4	1	-1	2.4	3	3
18	COc1cccc(/C=N/Nc2ncnc(N)c2[N+](=O)[O-])c1OC	20	-5	2	1.5	2	2.9	68*	-9
19	Cc1ccc(NC(=S)N(CCCN2CCN(C)CC2)Cc2cccs2)cc1C	8	2	4	0.91	1	1.0	-20	-16
20	Fc1cc(F)c2nc(N3CCCC3)sc2c1	4	-6	-1	1	0	1.4	-18	4
21	CCN1C(=O)[C@H]2[C@H]3CN=C(SCc4ccc(C)cc4)N3[C@@](Cc3ccccc3)(C(=O)OC)[C@H]2C1=O	8	2	2	.	-3	2.1	.	14
22	COc1ccc(C(CNC(=O)CSc2ccccc2F)N2CCOCC2)cc1 (configuration not stated)	17	-2	1	1.1	2	0.1	-6	4
23	Cc1cc(C(=O)COC(=O)[C@H](C)NC(=O)c2ccco2)c(C)n1Cc1ccco1	-5	-2	-2	1	-2	-0.6	-9	-2
24	CC(C)C[C@H](NC(=O)N1CC(=O)Nc2ccccc21)C(=O)N[C@@H](Cc1c[nH]c2ccccc12)C(=O)O	39	-25	3	0.74	-3	1.4	-4	-1
25	COc1ccc(-c2nnc(SCC(=O)Nc3ncc(C(F)(F)F)cc3Cl)n2CC(C)C)cc1	11	2	0	0.93	-5	1.2	-1	13
26	COc1ccc(N(CN2C(=O)c3ccccc3C2=O)C(=O)COc2ccc(Cl)cc2Cl)cc1	8	0	1	1.2	1	-9.2	-7	-10
27	Cc1cccc(C)c1NC(=O)CSc1nnc([C@@H]2CCCN2C(=O)OC(C)(C)C)o1	16	1	3	1.1	0	2.2	2	-8
28	O=C(NC(=S)Nn1cnc2c(cnn2-c2ccccc2)c1=O)c1ccc(Cl)cc1	10	0	3	0.95	-4	12	-12	-31
29	COc1cc(/C=N/n2cnnc2)ccc1Oc1nc(Cl)ncc1F	-3	0	1	0.85	0	-0.1	2	10
30	CN(CC(=O)Nc1ccc(F)c(F)c1F)C(=O)c1cc(-c2ccncc2)nc2ccccc12	-10	-10	0	1	-3	-2.1	-5	3
31	COc1cc(Cl)ccc1OCc1cc(C(=O)N(C)Cc2cccc3cnccc23)no1	1	0	-8	1	-4	0.2	-1	0
32	CCOC(=O)c1cnc(SCC(=O)NCc2cccs2)nc1N	2	10	3	1.2	1	1.0	13	-11
33	CS(=O)(=O)NN1C(=O)c2ccccc2NC12CCCC2	-391	1	-19	1	1	-1.1	-11	-3
34	Cc1ccc2oc(=O)c(/C=C(\O)C(C)(C)C)nc2c1	-8	0	2	0.95	3	-0.9	2	-10
35	COc1cccc(/C=N/Nc2c(Cl)cncc2Cl)c1O	15	5	4	0.86	35*	0.2	76*	7
36	CCCCN=C1SC(C(=O)Nc2sc3c(c2C(=O)OC)CCC3)C(N)=C1C(=O)N1CCOCC1 (configuration not stated)	-340	-6	-13	1.1	1	2.1	5	-16

(next part)
Below each compound: SENP8 block, ATG4B inhibitor, SENP1 FRET inh, hIAP act, NR3A LBD binder, MPTP block, SENP6 block, PfG6PD inh
(37) CCCCNC(=O)CSc1nc2ccccc2c(=O)n1Cc1ccc2c(c1)OCO2
  12, -7, 1, 1, 0, 2.5, -7, -8
(38) CCc1nnc(NC(=O)c2ccc(N3C(=O)CCC3=O)cc2)s1
  9, -3, 1, 0.89, -3, -1.2, -8, -4
(39) CC(C)(C)C1CCc2[nH]nc(C(=O)O)c2C1 (configuration not stated)
  17, -5, 1, 1.2, 2, 0.9, -12, -4
(40) COc1cc(C(c2c(C)[nH][nH]c2=O)c2c(C)[nH][nH]c2=O)ccc1OCc1ccc([N+](=O)[O-])cc1
  33, -9, 0, 1.3, -2, -1.3, -9, 14
(41) COc1ccc(-c2cn3c(n2)CCC3)cc1
  8, -13, 2, 0.92, -2, 0.6, 23, -2
(42) Cc1ccc(S(=O)(=O)N(C)C)cc1NC(=O)c1ccccc1Br
  10, -2, -4, 0.91, 5, -1.4, 1, 26
(43) N#CCCN(CCC#N)C(=S)NC1CC2C=CC1C2 (configuration not stated)
  15, 20, 1, 0.99, 0, 0.5, -16, -20
(44) CC(=O)c1c(C)[nH]c(C(=O)OCC(=O)Nc2cccc(S(=O)(=O)N(C)C)c2)c1C
  9, -6, 2, 1.1, -8, -0.9, -14, 5
(45) CC(C)CC(C(=O)Nc1oc(-c2ccccc2)c(-c2ccccc2)c1C#N)N1C(=O)c2ccccc2C1=O (configuration not stated)
  -4, 8, 3, 0.92, 5, 74*, -13, -40
(46) O=C(Cn1cc(C(=O)C(=O)N2CCOCC2)c2ccccc21)Nc1cccc(C(F)(F)F)c1
  13, ., 2, ., ., 1.9, ., 21
(47) Cc1ccc(/C=N/c2sc3c(c2C#N)CCCCC3)o1
  23, -2, -1, 0.87, -2, 1.0, 97*, 14
(48) CC(C)NC(=O)N(C)C[C@H]1Oc2ccc(NC(=O)CCN3CCOCC3)cc2C(=O)N([C@H](C)CO)C[C@@H]1C
  -10, ., -2, 1, 3, 0.1, 0, 18
(49) COCCN(CCOC)Cc1cc(=O)oc2cc3c(cc12)CCC3
  -60, -8, -15, 0.95, -2, 0.5, -8, 11
(50) Oc1ccc(Cl)cc1CNCC1CCCO1 (configuration not stated)
  8, -7, 1, 0.96, 0, 1.9, -18, -10
(51) C[C@@H]1CN([C@@H](C)CO)S(=O)(=O)c2ccc(Br)cc2O[C@H]1CN(C)Cc1ccc(-c2ccccc2)cc1
  -2, ., -1, ., ., 0.5, ., 10
(52) CCCCn1c(-c2ccsc2)nc2c1c(=O)[nH]c(=O)n2CCC
  -42, -2, -16, 0.85, -2, 1.6, -23, 12
(53) CCCN(CCC)C(=O)/C=C/c1cccc([N+](=O)[O-])c1
  28, -3, 0, 0.83, -2, 1.3, -18, 6
(54) CC(OC(=O)c1ccc([N+](=O)[O-])s1)C(=O)NC1CCCCC1C (configuration not stated)
  30, -7, -1, 1, 0, 0.2, 46, 7
(55) CC(=O)Nc1ccc(S(=O)(=O)NCCC(=O)Nc2cccc(Cl)c2)cc1
  8, -1, 1, 1.1, -6, -2.8, -4, 1
(56) Cc1ccc(Nc2ccc(C(=O)NC3CCCCC3)cn2)cc1
  -221, -5, 2, 1, -3, 1.4, 12, 13
(57) Cc1cc(S(=O)(=O)N2CCN(c3c(C)cccc3C)CC2)ccc1F
  14, 49*, -2, 1.1, 0, 0.8, 0, 3
(58) C[C@@H]1CN([C@H](C)CO)C(=O)c2cc(Br)cnc2O[C@@H]1CN(C)C(=O)Cc1ccccc1
  5, ., -2, ., ., -0.8, ., 10
(59) O=C(NCC1CCCO1)C(c1ccco1)N(Cc1ccc(F)cc1)C(=O)CN1C(=O)c2ccccc2S1(=O)=O (configuration not stated)
  15, -2, 0, 1, -2, -4.0, 0, 1
(60) CCOC(=O)c1ccc(NC(=O)CSc2nnc(COc3ccccc3OC)n2CC)cc1
  19, -6, 2, 0.97, -1, -0.4, -14, -5
(61) Cc1ccc(CSc2nc3ccccc3c(=O)[nH]2)cc1
  5, 0, -1, 0.97, 3, -1.9, -12, 1

Screening data from PubChem BioAssay.
